# Screening data deposited in PubChem by NCI.
# NCI-60 one-dose screen, 48 h, at 10 µM unless noted. Numbers give growth in % (100 = growth as untreated, 0 = no growth, -100 = all killed).
# SR: SR leukemia cells | 73,000 tested, 8.7% active
# MDA-MB-231: MDA-MB-231 breast cancer; AID 1794789; 81,000 tested, 5% active
# MCF7: MCF7 breast cancer. 82,000 tested, 6.3% active. AID 1794796
# HS 578T: HS 578T breast cancer. 78,000 tested, 4.1% active. AID 1794788
# K-562: K-562 leukemia; 78,000 tested, 7.4% active; AID 1794777
# BT-549: BT-549 breast cancer | 78,000 tested, 4.4% active
# MDA-MB-468: MDA-MB-468 breast cancer; 78,000 tested, 8.5% active; AID 2202374
# T-47D: T-47D breast cancer; AID 1794792; 79,000 tested, 5% active
# Active calls of the source: *; . = not tested or not shown; & = joins results of further samples. How the source made its calls: active means growth percent below 10; inactive means the rest.
SMILES,SR,MDA-MB-231,MCF7,HS 578T,K-562,BT-549,MDA-MB-468,T-47D
OCC[C@H]1C[C@@H]1/C=C/c1ccc(F)cc1,118,93,98,101,100,97,105,96
CCCCCCCCCCCCCCCCCCO,77,102,115,107,90,109,115,117
Nc1c(Cl)cc([N+](=O)[O-])cc1Br,100,101,100,105,99,97,92,98
Cc1nc2ccc(Cl)cc2c(-c2ccccc2)c1C(=O)c1ccccc1,39,104,93,172,59,64,110,68
C/C(=N/NC(N)=S)c1ccc([N+](=O)[O-])cc1,95,111,76,91,99,.,63,52
Cc1[nH]nc(C(N)=O)c1[N+](=O)[O-],85,.,97,88,126,109,85,.
Cc1ccc(S(=O)(=O)N/N=C2/C3CC4C(C3)C24)cc1,103,100,103,94,100,106,112,96
CC(=O)c1c(C)nc2ccccc2c1/C=C/c1ccc(F)cc1,81,94,77,92,60,87,46,54
O=C(COc1ccc(/C=C2\C(=O)Nc3cc(Cl)ccc32)cc1)Nc1ccccc1,100,105,92,91,101,108,102,98
O=C(CN(c1ccc(F)cc1)S(=O)(=O)c1ccc(Cl)cc1)Nc1ccc(S(=O)(=O)Nc2ccccn2)cc1,90,96,95,92,87,81,112,88
NC(=O)c1ccccc1NC(=O)Cn1cc(COc2ccc(C=O)cc2)nn1,102,109,92,110,95,97,100,101
Cc1ccc(S(=O)(=O)N2CCc3c([nH]c4ccccc34)C2c2ccc(-c3nc4ccccc4[nH]3)cc2)cc1 (configuration not stated),97,73,92,89,107,77,102,89

# In the list so far, two have an NH in an aromatic ring:
SMILES,SR,MDA-MB-231,MCF7,HS 578T,K-562,BT-549,MDA-MB-468,T-47D
Cc1[nH]nc(C(N)=O)c1[N+](=O)[O-],85,.,97,88,126,109,85,.
Cc1ccc(S(=O)(=O)N2CCc3c([nH]c4ccccc34)C2c2ccc(-c3nc4ccccc4[nH]3)cc2)cc1 (configuration not stated),97,73,92,89,107,77,102,89

# (further entries)
SMILES,SR,MDA-MB-231,MCF7,HS 578T,K-562,BT-549,MDA-MB-468,T-47D
CC(=O)Oc1ccc2cc(-c3cccnc3)c(=O)oc2c1,82&101,88&97,94&110,118&109,87&115,118&98,106&109,101&105
CCOC(=O)C12CC=CC(CCC1)/C2=N\Nc1ccccc1 (configuration not stated),112,95,100,101,70,131,.,83
CCOC(=O)/C(C#N)=C/c1ccc(Br)cc1,95,117,102,108,102,109,88,102
C=C(C)[C@@H]1CC[C@]2(C(=O)N3CCN(C)CC3)CC[C@]3(C)[C@H](CC[C@@H]4[C@@]5(C)CC/C(=N/O)C(C)(C)[C@@H]5CC[C@]43C)[C@@H]12,16,93,82,94,.,78,71,91
CCCCNC(=O)OCC,102,111,92,111,117,92,88,.
O=C(Nc1cc(-c2ccccc2)nn1-c1ccccc1)c1ccccc1F,.,107,87&92,98&106,94&95,113&102,100&101,95
O=C1CC2CC1CCC2=O (configuration not stated),103,102,101,82,109,101,90,106
COc1ccc(/C=c2\c(=O)n(-c3ccccc3)c3nn4c(n23)=NNC=C4c2ccccc2)cc1,87,81,85,96,95,100,102,85
CN(C)c1ccc(-c2ccc(-c3ccc(C#N)cn3)o2)cc1,.,31,66,64,96,49,59,48
CC1CC(C)C2C(C1)C(=O)C(C)C1C(C)CC(C)C(C(C)O[C@H]3OC(CO)[C@H](O)C(O[C@@H]4OC(CO)[C@@H](O)C(O)[C@@H]4O)[C@H]3O)OC(=O)C12 (some centres not stated),.,92,102,94,97,93,103,108
O=C(CSc1nc(-c2ccccc2)cc(=O)[nH]1)c1ccc2ccccc2c1,.,99,90,85,96,86,97,81
O=C(O)c1ccc(-n2cc(/C=N/Nc3ccc(F)cc3)c(-c3ccc(F)cc3F)n2)cc1,83,57,72,74,47,102,102,80

# Exported with two lines to a compound: entries from further up.
# Second line of a record: SR | MDA-MB-231 | MCF7 | HS 578T | K-562 | BT-549 | MDA-MB-468 | T-47D
CCOC(=O)C12CC=CC(CCC1)/C2=N\Nc1ccccc1 (configuration not stated)
→ 112 | 95 | 100 | 101 | 70 | 131 | . | 83
C=C(C)[C@@H]1CC[C@]2(C(=O)N3CCN(C)CC3)CC[C@]3(C)[C@H](CC[C@@H]4[C@@]5(C)CC/C(=N/O)C(C)(C)[C@@H]5CC[C@]43C)[C@@H]12
→ 16 | 93 | 82 | 94 | . | 78 | 71 | 91
CCCCNC(=O)OCC
→ 102 | 111 | 92 | 111 | 117 | 92 | 88 | .
O=C1CC2CC1CCC2=O (configuration not stated)
→ 103 | 102 | 101 | 82 | 109 | 101 | 90 | 106

# Some of these compounds in order of formula weight, ascending:
SMILES,SR,MDA-MB-231,MCF7,HS 578T,K-562,BT-549,MDA-MB-468,T-47D
CN(C)c1ccc(-c2ccc(-c3ccc(C#N)cn3)o2)cc1,.,31,66,64,96,49,59,48
O=C(Nc1cc(-c2ccccc2)nn1-c1ccccc1)c1ccccc1F,.,107,87&92,98&106,94&95,113&102,100&101,95
O=C(COc1ccc(/C=C2\C(=O)Nc3cc(Cl)ccc32)cc1)Nc1ccccc1,100,105,92,91,101,108,102,98

# (list continues)
SMILES,SR,MDA-MB-231,MCF7,HS 578T,K-562,BT-549,MDA-MB-468,T-47D
CN1C(=O)C(=C(/C=C/c2ccccc2)N=NC(/C=C/c2ccccc2)=C2C(=O)N(C)C(=O)N(C)C2=O)C(=O)N(C)C1=O,83,93,98,111,56,114,.,88
Cc1ccc(N2C(=O)c3cccc4c(N)c(S(=O)(=O)O)cc(c34)C2=O)cc1,.,106,110,106,103,131,113,112
COC(=O)[C@]12CC[C@@H](C)[C@H](C)[C@@H]1C1=CC[C@@H]3[C@@]4(C)C(C=O)=C[C@@](C)(COS(C)(=O)=O)C4[C@H](O)C[C@@]3(C)[C@]1(C)CC2 (some centres not stated),-33*,-75*,-16*,-31*,1.5*,-50*,-65*,-29*
Cc1nc2ccc(CN(C)c3ccc(C(=O)N[C@@H](CCC(=O)O)C(=O)O)s3)cc2c(=O)[nH]1,45,89,23,73,31,57,.,55
Clc1ccc(Nc2n[nH]c(-c3ccccc3)n2)cc1,88,104,91,100,92,110,108,97
O=C(Nc1ccc(OS(=O)(=O)c2ccc(F)cc2)cc1)C1CCCCCC1,70,83,92,82,55,81,102,81
CC(=O)OCC1O[C@@H](OC(C)=O)C(NC(=O)c2cn(C3CC3)c3cc(N4CCN(C(C)=O)CC4)c(F)cc3c2=O)[C@@H](OC(C)=O)[C@@H]1OC(C)=O (some centres not stated),104,108,97,107,104,107,113,97
CCOC(=O)c1ccc2c(c1)[n+](=O)c(C(C)=O)c(C(F)(F)F)n2[O-],-59*,22,-6.4*,-24*,-77*,-45*,-37*,-26*
CN(C)CCOc1ccccc1CN,94,95,90,99,103,.,100,99
CCCCCCCc1c(C)[nH]c2cc(OC)ccc2c1=O,98,96,96,113,81,95,87,95
O=C(N/N=C/c1ccc(Cl)cc1)c1cc(-c2cc3ccccc3o2)nn1-c1ccccc1,88,92,86,.,91,.,.,86
C=CC(=O)N[C@H](Cc1ccc(-c2cc(Cl)cc(Cl)c2)cc1)[C@H](O)[C@@H](O)C(=O)O,82,99,87,96,85,87,86,90
C=C(C)[C@@H]1CC[C@]2(C(=O)NC(COC(=O)C(Cl)Cl)(COC(=O)C(Cl)Cl)COC(=O)C(Cl)Cl)CC[C@]3(C)[C@H](CC[C@@H]4[C@@]5(C)CC[C@H](OC(C)=O)C(C)(C)[C@@H]5CC[C@]43C)[C@@H]12,20,54,21,72,25,80,62,32
CC(=O)OC1CC2C(C)(C)CCC[C@]2(C)C2=C1C(O)=C(C(C)C)C(=O)C2=O (some centres not stated),2.7*,-18*,.,29,.,-22*,-49*,0.1*
O=C(NCc1ccccc1)C(=O)c1cn(Cc2ccc(Cn3cc(C(=O)C(=O)NCc4ccccc4)c4ccccc43)cc2)c2ccccc12,.,97,101,100,105,96,103,106
